Screens: PubChem BioAssay, NMMLSC
GRK2 aptamer HTS: human GRK2 inhibition via aptamer displacement; bead flow cytometry, FAM-aptamer displacement from GRK2; inhibition of aptamer binding, % at 10 µM; actives 0.59% (n = 330,000); AID 488847;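 active = inhibition of aptamer binding above 40%, roughly 3 SD of noise, on plates passing a quality check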;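 note: median bead fluorescence of bound FAM aptamer so fluorescent compounds give negative values; no value below 0 was filed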
Target sequence (P25098 whole entry, looked up): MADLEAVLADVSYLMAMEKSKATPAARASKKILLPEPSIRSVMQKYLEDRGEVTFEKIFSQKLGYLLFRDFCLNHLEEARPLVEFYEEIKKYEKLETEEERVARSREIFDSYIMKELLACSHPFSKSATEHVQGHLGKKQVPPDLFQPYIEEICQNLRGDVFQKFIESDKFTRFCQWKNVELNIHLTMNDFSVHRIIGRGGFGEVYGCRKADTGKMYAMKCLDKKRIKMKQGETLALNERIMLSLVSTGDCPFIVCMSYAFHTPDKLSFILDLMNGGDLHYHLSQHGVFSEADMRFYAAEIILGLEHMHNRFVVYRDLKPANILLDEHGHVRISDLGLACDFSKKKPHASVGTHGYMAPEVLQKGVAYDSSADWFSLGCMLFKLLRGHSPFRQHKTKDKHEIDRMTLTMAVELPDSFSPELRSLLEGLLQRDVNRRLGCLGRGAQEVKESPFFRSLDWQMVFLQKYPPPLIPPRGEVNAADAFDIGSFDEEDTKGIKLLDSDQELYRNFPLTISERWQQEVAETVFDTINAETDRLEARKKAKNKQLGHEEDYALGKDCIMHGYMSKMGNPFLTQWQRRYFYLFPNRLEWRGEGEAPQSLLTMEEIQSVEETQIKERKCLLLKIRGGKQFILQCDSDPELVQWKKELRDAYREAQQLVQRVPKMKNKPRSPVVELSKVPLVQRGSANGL
AGP1 TOR yeast: yeast TOR pathway AGP1-GFP modulation; S. cerevisiae AGP1-GFP multiplex flow cytometry, 3 h; GFP as percent of DMSO wells; GFP response vs DMSO, % at 10 µM; actives 0.02% (n = 320,000);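 active = GFP response relative to DMSO above a set limit, near screen average plus 3 SD, cut at about 150% in these data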;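 note: median GFP channel fluorescence of the gated AGP1 strain per well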
MEP2 TOR yeast: alters MEP2-GFP fluorescence in TOR pathway yeast screen; S. cerevisiae MEP2-GFP strain, flow cytometry GFP, 3 h; 100% = DMSO control level; GFP response vs DMSO, % at 10 µM; actives 0.51% (n = 330,000);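 active = GFP response versus DMSO above a set limit, roughly screen mean plus 3 SD, cut at about 180% in these data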;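 note: median GFP fluorescence of the barcode-gated MEP2-GFP cells per well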
LAP4-GFP MLPCN: modulators of TOR pathway LAP4-GFP in S. cerevisiae; actives 0.34% (n = 320,000); S. cerevisiae LAP4-GFP multiplex, flow cytometry GFP, 3 h; median GFP as percent of DMSO wells; GFP response vs DMSO, % at 10 µM;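 active = GFP response vs DMSO above a set limit, about the screen mean plus 3 SD, cut at about 150% in these data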
VLA-4 inh: inhibition in a human VLA-4 binding assay | VLA-4 expressing cells, ligand binding flow cytometry | inhibition, % (about 7 µM as worked out from the volumes in the protocol) | actives 0.2% (n = 330,000) | AID 2557; in the data active = inhibition above about 50%
RPL19A TOR yeast: alters RPL19A-GFP fluorescence in TOR pathway yeast screen; percent response vs DMSO, % at 10 µM; AID 2025; actives 0.3% (n = 330,000); S. cerevisiae RPL19A-GFP strain, flow cytometry, 3 h; hits give low values;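 active = percent response vs DMSO below 50%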;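 note: median channel GFP fluorescence of the barcoded RPL19A-GFP strain; ratio of sample median GFP to plate DMSO average so 100% = DMSO; lower means less RPL19A-GFP as with rapamycin TOR inhibition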
CIT2 TOR yeast: modulators of TOR pathway CIT2-GFP in S. cerevisiae. S. cerevisiae CIT2-GFP strain, flow cytometry, 3 h; 100 means same as DMSO wells. actives 0.065% (n = 320,000). GFP response vs DMSO, % at 10 µM;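 active = GFP response relative to DMSO above a set limit, near the screen mean plus 3 SD, cut at about 150% in these data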;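 note: ratio of well median GFP fluorescence to mean of DMSO wells on the plate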
Yeast superoxide: yeast age-related superoxide inhibition as caloric restriction mimetic; S. cerevisiae aged cells, superoxide DHE fluorescence; hits give low values; superoxide response (% of plate mean), % at 10 µM; actives 0.18% (n = 330,000); AID 2690;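 active = superoxide response under a set limit, about three screen SD below normal, cut at about 65% in these data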;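 note: yeast aged for seven days with compound at 30 °C before DHE staining; 100% = average MFI of all compound-treated wells on the plate with controls excluded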
* marks the source's active call; other numbers are inactive results; nt = no result given; + = active, no number; [ ] = dose if it differs, or a comment. This is a random part of the collection, and some 1.7% of all compounds hit somewhere here.

Molecule	GRK2 aptamer HTS	AGP1 TOR yeast	MEP2 TOR yeast	LAP4-GFP MLPCN	VLA-4 inh	RPL19A TOR yeast	CIT2 TOR yeast	Yeast superoxide
COc1ccc(C(=O)OCc2cc3cccc(C)c3[nH]c2=O)cc1	1.0	93.8	96.7	97.0	5.2	97.4	90.4	99.0
O=C(NNc1nc(-c2ccccc2)c2cc(Br)ccc2n1)c1ccc(S(=O)(=O)N2CCCCC2)cc1	0.0	103.9	103.3	95.0	4.3	97.1	100.7	117.3
O=C(N/N=C/c1c[nH]c2ccccc12)c1cc2ccccc2o1	0.0	98.6	93.0	99.5	-1.9	94.0	97.3	107.2
COc1ccc(N=Nc2nc3cc(Br)c(Br)cc3n2C)c(OC)c1	1.0	89.4	92.1	106.9	-22.9	94.2	97.6	79.2
O=C(CCc1nc(-c2ccccc2)no1)Nc1cccc(C(=O)NC2CC2)c1	2.0	93.6	93.3	88.4	-16.2	91.3	100.0	103.1
CCCCOC(=O)NC1(C)CCS(=O)(=O)C1 (stereo not drawn)	5.0	90.0	93.5	89.1	-31.6	91.8	85.0	107.5
COc1ccc(NC(=O)C2CC(c3ccc(Cl)cc3)=NO2)cc1OC (stereo not drawn)	0.0	98.7	100.7	97.1	-24.3	99.3	99.6	108.1
O=C(CN1C(=O)c2ccccc2C1=O)Nc1ccc(-c2nc3ccccc3o2)cc1	3.0	88.3	95.8	91.6	2.3	92.5	87.9	104.8
CCN1CCN(S(=O)(=O)c2ccc(Cl)c(C(=O)N(CC)CC(=O)Nc3ccc(OC)cc3)c2)CC1	0.0	98.2	95.0	97.2	6.4	99.2	102.1	100.4
CC1=CCC2C(=O)N(c3ccc(C)cc3)C(=O)C2C1 (stereo not drawn)	0.0	96.9	96.3	97.8	-23.0	96.0	97.8	88.0
CC(NC(=O)COC(=O)c1cc(=O)c2ccccc2o1)c1ccccc1 (stereo not drawn)	2.0	98.8	93.5	93.4	15.0	96.6	96.6	104.6
O=C(COC(=O)c1cc2c(s1)CCC2)Nc1ccc(F)cc1	36.0	91.5	105.2	103.2	2.3	106.3	102.7	76.9
CN(Cc1cn(C)nc1-c1ccc(Oc2ccccc2)cc1)CC1COCCO1 (stereo not drawn)	0.0	112.5	106.6	111.0	20.4	103.5	117.6	103.5
N#Cc1ccc(C(=O)CN2CCN(c3ccccc3)CC2)cc1	0.0	103.6	99.1	96.7	6.1	102.0	106.0	104.2
CCC(=O)N1N=C(c2c(-c3ccccc3)c3cc(Cl)ccc3[nH]c2=O)CC1c1ccco1 (stereo not drawn)	6.0	98.8	100.4	96.0	9.3	100.8	100.0	109.8
CCCCc1ccc(C2C(C#N)=C(N)SC(N)=C2C#N)s1	0.0	105.7	121.8	122.1	-127.3	100.0	100.8	115.5
Cc1ccc(S(=O)(=O)N2CCCCC2)cc1C(=O)N1CCN(CCO)CC1	0.0	97.8	97.7	100.0	-1.4	98.2	103.0	92.9
O=C(NC(=S)Nc1ccc2c(c1)OCCO2)c1ccco1	1.0	78.8	78.8	138.2	9.2	90.8	66.0	99.1
C=CCn1c(COc2cccc(C)c2)nnc1SCC(=O)NC(=O)NCc1ccco1	6.0	103.2	101.0	91.1	-8.2	97.3	93.4	101.2
Oc1c(Br)cccc1/C=N/Nc1c(F)c(F)c(F)c(F)c1F	0.0	98.8	109.8	115.7	8.1	99.6	101.3	115.3
C=CCON/C(CCC)=C1\C(=O)C(C(=O)OC)C(C)(C)CC1=NC (stereo not drawn)	0.0	93.6	94.8	106.0	4.4	95.6	93.0	100.8
CSc1nc(-c2ccccc2)c(-c2ccccc2)[nH]1	0.0	97.4	99.9	95.8	28.5	99.9	84.6	82.3
COC(=O)COc1ccc(S(=O)(=O)N2CCN(c3ccc(F)cc3)CC2)cc1	0.0	96.2	99.2	106.9	9.7	98.8	92.8	92.4
Cc1cc(Br)ccc1NC(=S)Nc1cccc([N+](=O)[O-])c1	2.0	109.5	106.7	99.7	-7.7	100.5	99.3	105.6
Cc1cc(NC(=O)C(C)Sc2nnc(NCc3ccco3)s2)no1 (stereo not drawn)	0.0	103.8	98.9	107.6	10.6	98.9	98.2	80.9
O=C(O)c1cc(-c2ccc(N3CCOCC3)cc2)nn1-c1ccc(F)cc1F	0.0	97.3	101.8	95.2	2.6	101.6	103.1	87.5
O=C(CCCN1C(=O)c2cccc3cccc(c23)C1=O)Nc1nccs1	0.0	107.3	106.6	93.4	16.3	113.0	105.3	89.0
CCOc1cc(-c2nnn(CC(=O)N3CCCCC3)n2)ccc1OC	0.0	108.7	111.0	96.0	9.9	107.4	101.6	107.5
O=C(NCC1CCCO1)c1ccccc1-c1nc(-c2ccc(F)cc2)no1 (stereo not drawn)	0.0	107.2	107.7	101.7	0.2	100.2	101.8	104.2
O=C(CCN1C(=O)c2ccccc2C1=O)C1=NN[C@@H]2C(=O)N(c3ccc4c(c3)OCCO4)C(=O)[C@H]12	2.0	93.7	93.3	98.7	5.4	95.2	89.2	105.2
O=C(CN(Cc1ccco1)C(=O)CNS(=O)(=O)c1ccc(F)cc1)NCc1ccco1	1.0	109.1	112.0	103.0	5.1	105.4	112.0	96.6
CCOC(=O)N1CCC(NC(=O)c2ccc3c(c2)sc2nc(-c4ccccc4)cn23)CC1	0.0	nt	99.0	98.5	-7.7	91.2	91.9	97.3
O=C(Nn1cnnc1)c1ccc(Br)s1	0.0	92.0	104.6	87.4	9.1	99.8	104.0	98.8
O=c1c2ccccc2cnn1Cc1n[nH]c(=S)n1C1CC2CCC1C2 (stereo not drawn)	3.0	113.5	110.4	114.8	-5.7	101.3	98.3	100.0
Cc1ccc(C(=O)OCc2nnc(-c3ccccc3)o2)o1	2.0	97.6	101.8	110.8	-12.7	101.1	101.0	80.5
C/C(=C\c1cc(C(=O)O)c(C)o1)CO	1.0	95.1	96.8	98.5	-1.1	97.5	92.7	104.2
O=C(c1ccc(-c2ccccc2)cc1)N1CCCC1	0.0	99.1	93.0	118.4	-2.1	97.0	88.0	96.6
Cn1c(CCc2nc3ccccc3[nH]2)n[nH]c1=S	0.0	99.0	91.9	114.7	0.0	96.6	98.7	91.5
Cn1nc(C(F)(F)F)c(-c2ccccc2)c1N	0.0	104.2	94.4	103.0	25.5	93.8	95.1	88.1
Cc1cc(C)cc(OCC(=O)NN2Cc3ccccc3C2=N)c1	1.0	109.0	98.9	98.3	0.7	97.0	106.7	105.0
O=C(CSCc1ccccc1Br)N/N=C/c1ccccc1C(=O)O	0.0	100.4	100.9	94.3	-0.6	95.6	nt	114.8
NC(=O)NCc1ccc(C(=O)OCc2ccncc2)cc1	6.0	90.8	98.6	111.2	-5.2	104.0	91.7	99.7
Nc1ccc(C(=O)NCCCCCCNC(=O)c2ccc(N)cc2)cc1	0.0	92.5	107.5	104.8	7.6	102.3	101.9	115.2
O=c1/c(=C\c2cccc(O)c2)sc2nc(-c3ccccc3)c(-c3ccccc3)n12	5.0	92.2	102.6	84.6	-5.0	102.2	103.7	109.6
Cc1cccc(N2C(=O)C(Cl)=C(N3CCOCC3)C2=O)c1	0.0	94.5	108.2	104.3	8.8	96.8	94.4	103.1
COc1ccc([N+](=O)[O-])cc1N/C(=N/S(=O)(=O)c1ccccc1)c1ccccc1	0.0	102.8	98.1	95.6	7.4	99.6	105.0	104.5
CCN1CCN(S(=O)(=O)Cc2ccccc2)CC1	0.0	96.2	101.5	93.8	2.0	95.0	96.4	107.8
O=C(CSc1nnc(-c2ccccc2)o1)OCc1ccccc1	0.0	94.5	107.5	102.5	7.6	96.9	99.2	98.1
COc1cc(/C=N/NC(=O)c2nnn(-c3nonc3N)c2-c2cccs2)ccc1O	0.0	107.0	113.4	85.9	1.3	105.0	117.8	103.5
O=C(NCC1CCCO1)C1c2ccccc2Oc2ccccc21 (stereo not drawn)	2.0	108.6	100.6	101.3	-1.4	101.8	104.7	98.2

Further compounds.
Molecule	GRK2 aptamer HTS	AGP1 TOR yeast	MEP2 TOR yeast	LAP4-GFP MLPCN	VLA-4 inh	RPL19A TOR yeast	CIT2 TOR yeast	Yeast superoxide
O=[N+]([O-])c1ccc(/C=N/NC(=S)Nc2ccc(Cl)cc2Cl)s1	21.0	81.6	121.9	113.6	-45.6	97.7	101.6	108.0
COc1ccc(N2CCN(C(=O)C3CCN(S(=O)(=O)c4ccccc4)CC3)CC2)cc1	0.0	248.8*[may fluoresce green]	+[may fluoresce green]	+[may fluoresce green]	6.5	269.6[may fluoresce green]	896.0*[may fluoresce green]	114.2
Cc1nc(=O)c(-c2ccccc2)c(C)n1-c1ccc(Br)cc1	0.0	108.7	94.2	107.8	4.6	101.6	101.6	100.8
COCc1cc(=O)[nH]c(SCC(=O)N2CCOCC2)n1	0.0	94.9	99.3	99.0	-12.8	95.2	100.3	103.2
Cc1cc(CN2CCN(CC(=O)Nc3cc(C(F)(F)F)ccc3-n3cncn3)CC2)no1	6.0	110.5	106.5	110.3	41.4	103.3	110.6	104.0
Cc1nonc1NC(=O)Nc1cccnc1	1.0	107.1	105.9	101.4	6.8	105.1	109.2	93.9
O=S(=O)(NCCC1=CCCCC1)c1cccc(Br)c1	0.0	103.6	96.0	103.5	3.2	99.3	98.3	97.0
Cc1cccc([C@@H]2[C@@H]3C(=O)N(Cc4ccccc4)C(=O)[C@@H]3[C@]3(Cc4ccccc4)C(=O)N(c4cccc(Cl)c4)C(=O)N23)c1	1.0	96.6	99.8	109.3	20.3	103.7	97.5	102.2
CC12CCC(C(=O)Nc3ccc4c(c3)OCCO4)(OC1=O)C2(C)C (stereo not drawn)	0.0	104.6	115.0	108.9	1.6	91.4	96.5	100.4
COCCn1c(SCC(=O)c2c(N)n(C3CC3)c(=O)[nH]c2=O)nc2ccccc21	0.0	98.3	96.0	98.5	7.1	96.6	101.7	92.8
COc1ccc(CN(C(=O)CCC(=O)Nc2cc(C)on2)C(C(=O)NC(C)(C)C)c2cccc(OC)c2OC)cc1 (stereo not drawn)	0.0	94.9	102.9	85.6	-4.2	101.9	102.6	82.6
CCC(=O)Nc1ccc(C(=O)Nc2ccc3c(c2)C(=O)N(CC2CCCO2)C3=O)cc1 (stereo not drawn)	0.0	nt	95.3	104.9	6.6	95.3	99.0	98.8
Fc1ccc(COc2ccc(Br)cc2CNCC2CCCO2)cc1 (stereo not drawn)	0.0	101.5	104.3	99.2	9.8	96.4	103.5	94.9
N#Cc1ccc(C(=O)OCC(=O)Nc2cccnc2Cl)cc1	1.0	99.6	100.1	102.0	2.2	95.3	89.7	100.8
FC(F)Oc1ccc(-n2cc(-c3ccccc3)[n+]3c2CCCCC3)cc1	0.0	nt	107.4	nt	-4.0	102.7	nt	104.7
CCOC(=O)C1(C(F)(F)F)N=C(C(F)(F)F)Nc2ccccc21 (stereo not drawn)	0.0	87.0	99.2	75.5	56.3*	115.9	84.8	100.4
COCCN(C(=S)Nc1ccc(OC)c(Cl)c1)C1CCN(C(C)C)CC1	2.0	99.4	100.6	101.5	-9.3	111.3	110.0	99.0
N#Cc1ccccc1NS(=O)(=O)c1cc2c3c(c1)CCC(=O)N3CCC2	0.0	108.9	97.1	109.3	-5.3	103.3	104.8	73.7

A second format for two compounds above:
COC(=O)COc1ccc(S(=O)(=O)N2CCN(c3ccc(F)cc3)CC2)cc1
  GRK2 aptamer HTS: 0.0; AGP1 TOR yeast: 96.2; MEP2 TOR yeast: 99.2; LAP4-GFP MLPCN: 106.9; VLA-4 inh: 9.7; RPL19A TOR yeast: 98.8; CIT2 TOR yeast: 92.8; Yeast superoxide: 92.4

Cc1cc(CN2CCN(CC(=O)Nc3cc(C(F)(F)F)ccc3-n3cncn3)CC2)no1
  GRK2 aptamer HTS: 6.0; AGP1 TOR yeast: 110.5; MEP2 TOR yeast: 106.5; LAP4-GFP MLPCN: 110.3; VLA-4 inh: 41.4; RPL19A TOR yeast: 103.3; CIT2 TOR yeast: 110.6; Yeast superoxide: 104.0
